# BAZ2B block: qHTS Assay for Inhibitors of BAZ2B. Bromodomain adjacent to zinc finger domain protein 2B (Homo sapiens), Q9UIF8. AlphaScreen BAZ2B-H3K14Ac peptide displacement. Potency, µM (series often up to 114 µM), inactives show at the highest dose activity change, negative = inhibition, usual class: inhibitors. actives 4.4% (n = 360,000); further: on the % scale 0 is the no-effect control and ±100 the full control effect; nearly all actives have a fitted effect of over 60% in size
#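 Protein-peptide AlphaScreen: BAZ2B 50 nM, b-H3K14Ac 50 nM, 1x PBS pH 7.4 + 0.01% Tween-20. Preincubation 30 min RT; cpd 30 min RT (top 110 uM); beads 20 min RT, light-protected.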
# G9a inh: qHTS Assay for Inhibitors of Histone Lysine Methyltransferase G9a; Histone-lysine N-methyltransferase EHMT2 (Homo sapiens), Q96KQ7; G9a H3K9 monomethylation, AlphaScreen, 2 h; Potency, µM (top dose mostly 102 µM), without a hit: top-dose activity, negative = inhibition, usual class: inhibitors; actives 8.8% (n = 350,000); further: on the % scale 0 is the no-effect control and ±100 the full control effect; nearly all actives have a fitted effect of over 75% in size
# Target sequence (Q96KQ7 913-1193 limits assumed): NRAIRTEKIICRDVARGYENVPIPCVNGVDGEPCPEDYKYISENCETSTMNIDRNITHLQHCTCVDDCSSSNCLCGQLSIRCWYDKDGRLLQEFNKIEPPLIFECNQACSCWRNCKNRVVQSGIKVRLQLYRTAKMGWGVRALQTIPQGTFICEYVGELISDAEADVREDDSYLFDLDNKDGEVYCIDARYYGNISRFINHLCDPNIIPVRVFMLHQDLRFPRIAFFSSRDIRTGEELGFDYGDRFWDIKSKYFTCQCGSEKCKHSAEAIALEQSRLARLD
#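 Compounds were preincubated with 20 nM G9a for 15 min, after which biotinylated H3K9 peptide (500 nM) and SAM (20 uM) started a 2 h room-temperature reaction. Monomethylated product was quantified by antibody-based AlphaScreen chemiluminescence.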
# JMJD2A Tudor inh: qHTS Assay for Inhibitors of JMJD2A-Tudor Domain. AlphaScreen JMJD2A-Tudor / H3K4me3 peptide binding. Potency, µM (series often up to 114 µM), for the others: top-dose activity change, negative = inhibition, actives largely listed as inhibitors. actives 4.4% (n = 390,000); further: on the % scale 0 is the no-effect control and ±100 the full control effect; nearly all actives have a fitted effect of over 50% in size
# PGK inhibitor: qHTS Assay to Find Inhibitors of Phosphoglycerate Kinase | Phosphoglycerate kinase, glycosomal (Trypanosoma brucei brucei), P07378 | PGK/GAPDH coupled, Kinase-Glo luminescence, 60 min | Potency, µM (series often up to 57.5 µM), for the others: at the highest dose activity change, negative = inhibition, actives largely listed as inhibitors | actives 0.043% (n = 380,000); further: on the % scale 0 is the no-effect control and ±100 the full control effect; nearly all actives have a fitted effect of over 60% in size
# Target sequence (P07378 whole entry, looked up): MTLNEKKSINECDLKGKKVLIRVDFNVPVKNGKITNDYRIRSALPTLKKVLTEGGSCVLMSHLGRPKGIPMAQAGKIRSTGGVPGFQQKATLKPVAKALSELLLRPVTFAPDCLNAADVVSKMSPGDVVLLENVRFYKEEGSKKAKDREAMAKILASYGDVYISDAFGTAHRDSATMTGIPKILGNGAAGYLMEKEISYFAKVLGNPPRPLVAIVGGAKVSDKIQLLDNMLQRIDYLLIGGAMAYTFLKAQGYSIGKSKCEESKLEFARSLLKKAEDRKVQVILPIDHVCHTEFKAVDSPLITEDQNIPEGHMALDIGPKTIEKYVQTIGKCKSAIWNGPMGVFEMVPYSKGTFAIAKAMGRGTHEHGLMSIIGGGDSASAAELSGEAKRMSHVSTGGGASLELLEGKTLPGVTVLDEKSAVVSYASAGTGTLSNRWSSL
#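 Luminescent ATP detection (Kinase-Glo Plus) follows a 60-minute room-temperature incubation, with wells lacking PGK as controls. Buffer: 100 mM TEA (pH 7.6), 5 mM MgCl2, 0.01% Tween-20. Coupling enzyme GAPDH (100 nM final) supplies unstable 1,3-BPG in-well.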
# Pin1 inhibitor: qHTS Assay to Find Inhibitors of Pin1; Peptidyl-prolyl cis-trans isomerase NIMA-interacting 1 (Homo sapiens), Q13526; Pin1 FP peptide displacement, HiFluor488, 10 min; Potency, µM (doses to about 115 µM), for the others: at the top dose activity, negative = inhibition, actives largely listed as inhibitors; actives 0.009% (n = 390,000); AID 504891, 2011; active means well fitted inhibition curve with a large enough effect in the polarisation, with a control signal flat, not every such curve was filed as active; inconclusive means small, poorly fitted or top-dose-only effect, or effect the other way, or a change in a side signal; inactive means no such curve, though single readings can be large or run the other way; the % refers to the polarisation; further: on the % scale 0 is the no-effect control and ±100 the full control effect
# GLS inh: qHTS for Inhibitors of Glutaminase (GLS); Glutaminase kidney isoform, mitochondrial (Homo sapiens), O94925; GLS enzymatic activity, qHTS titration; Potency, µM (doses to about 45.5 µM), for the others: top-dose activity change, negative = inhibition, hits mostly inhibitors; actives 0.21% (n = 410,000); AID 624170, 2012; further: on the % scale 0 is the no-effect control and ±100 the full control effect
#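 Compounds were pin-transferred onto hKGA, after which L-glutamine (1 mM solution) and a detection mix of glutamate oxidase, HRP and Amplex Red were added. Initial and 30 min RT fluorescence reads were collected.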
# HP1b chromo inh: HTS for Inhibitors of HP1-beta Chromodomain Interactions with Methylated Histone Tails. AlphaScreen HP1-beta / biotin-H3K9me3 peptide binding. Potency, µM (series often up to 114 µM), without a hit: at the top dose activity change, negative = inhibition, usual class: inhibitors. Chromobox protein homolog 1 (Homo sapiens), P83916. AID 540317, 2011. actives 0.56% (n = 390,000); further: nearly all actives have a fitted effect of over 70% in size; inactives centre near 23
# Target sequence (P83916 whole entry, looked up): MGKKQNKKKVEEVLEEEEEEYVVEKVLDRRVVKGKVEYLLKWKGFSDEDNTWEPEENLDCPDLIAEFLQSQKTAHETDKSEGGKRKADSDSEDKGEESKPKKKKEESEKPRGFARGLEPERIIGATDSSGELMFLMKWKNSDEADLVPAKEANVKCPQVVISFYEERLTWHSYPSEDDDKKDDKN
#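 Compound inhibition of the preformed complex between 50 nM HP1-beta and 50 nM biotinylated H3K9me3 peptide was read by AlphaScreen. Buffer was PBS pH 7.4 with 0.01% Tween-20. Incubations ran 30 min at room temperature, with 10 ug/mL donor/acceptor beads.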
# BLM inh: qHTS Assay for Inhibitors of Bloom's syndrome helicase (BLM) | actives 0.2% (n = 350,000) | AID 2528, 2010 | RecQ-like DNA helicase BLM (Homo sapiens), P54132 | recombinant BLM DNA unwinding, fluorescence dequenching | Potency, µM (top dose mostly 56.1 µM), without a hit: at the top dose activity change, negative = inhibition, usual class: inhibitors;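 further: plate controls were vehicle for no effect and no enzyme for full effect; nearly all actives have a fitted effect of over 35% in size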
# POLI inh: qHTS for Inhibitors of Polymerase Iota; DNA polymerase iota (Homo sapiens), Q9UNA4; Pol iota fluorescent replication assay, 10 min; actives 1% (n = 390,000); Potency, µM (highest dose often 115 µM), without a hit: at the highest dose activity, negative = inhibition, usual class: inhibitors
#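 Pol iota at 10 nM preincubated 15 min with compounds at room temperature; reaction started with fluorescent substrate, 50 nM final. Fluorescence read kinetically at 0 and 10 min; buffer-only wells as negative control.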
# Numbers without * were called inactive; i = inactive; ? = inconclusive; · = no result given; [ ] = remark or other dose. Unless noted, the call rests on the fitted dose curve; in most records, active means well fitted curve in the direction sought with a large enough effect; inconclusive means small, poorly fitted or top-dose-only effect, or another doubt; inactive means no such curve, though single readings can be large; an effect the other way counts as inactive or inconclusive. Potency means the concentration at half of the fitted maximal effect.
SMILES,BAZ2B block,G9a inh,JMJD2A Tudor inh,PGK inhibitor,Pin1 inhibitor,GLS inh,HP1b chromo inh,BLM inh,POLI inh
O=C1SC(SCc2ccccc2Cl)=N/C1=C\c1ccc(C(=O)O)cc1,3%,40µM*,-18%,-11%,?,?,41%[activator],2%,?
COC(=O)c1ccc(NC(=O)CCc2c(C)nc3c(c(C)nn3C(C)(C)C)c2C)cc1,-22%,14%[59 µM],-2%,-6%,8%,1%,42%[activator],-9%,14%
COC(=O)c1ccc(NC(=O)c2ccc(N(C)S(C)(=O)=O)cc2)cc1,-24%,-23%[59 µM],-13%,7%[11.5 µM],-8%,-6%,31%,1%,1%
COCCCN1C(=O)C(=O)/C(=C(/O)c2ccccc2)C1c1ccc2c(c1)OCO2 (centres undefined),-35%,56µM*,?,-7%,-4%,3%,20%,-2%,?
Oc1c(C=NCc2ccccc2)sc2ccccc12,?,?,89µM*,-2%,10%,2%,?,-3%,43%[activator]
Cc1ccc(NC(=S)NC(=O)C2CC2)cc1Cl,-3%,?,1%,7%,?,14%,57%[activator],-5%,9%
COc1ccc2c(c1)[C@@H]1[C@H](CO2)[C@H](c2ccccc2)[C@]2(C)C(=O)NCC(=O)N12,5%,-5%[0.501 µM],-14%,i,1%,-2%,30%,·,7%
Cc1ccn2c(C=O)c(-c3ccc(F)cc3)c(C=O)c2c1,-5%,-4%,-12%,-4%,20%,-3%,65%[activator],-3%,57%[activator]
COCCNC(=O)CN(c1ccc(C)cc1)S(=O)(=O)c1ccccc1,18%,1%[59 µM],-1%,22%,-9%,1%,28%,-8%,-11%
Cc1ccc(C(=O)N2CCN(c3ncccn3)CC2)cc1S(=O)(=O)N1CCCCC1,-35%,?,-21%,i,-4%,-1%,39%,-21%,9%
CCN(Cc1ccccc1)C(=O)CN1C(=O)c2ccccc2C1=O,-1%,0%[12.7 µM],-14%,i,-8%,-3%,35%,-3%,7%
CC(C)(C)CN1CCNC(=O)C1CC(=O)N1CCOc2ccccc2C1 (centres undefined),-1%,50µM*,-6%,i,?,-14%,32%,-4%,27%
CCOC(=O)c1cc(-c2ccc(C)cc2)nn1Cc1ccccc1,·,136%[activator][59 µM],109%[activator],-8%,-1%,0%,171%[activator],-6%,-2%
CCC1CCc2[nH]nc(C(=O)O)c2C1 (centres undefined),?,25µM*,50µM*,-3%,-1%,-2%,7%,2%,1%
O=C(CSc1nnnn1-c1cccc(F)c1)NC1CCCCC1,-4%,-8%[2.33 µM],-11%,-5%,-10%,0%,26%,·,4%
Cc1nn(C)cc1CNC(=O)C1CCC(=O)N(CC2CCCCC2)C1 (centres undefined),4%,33%,-3%,-6%,-3%,14%,15%,-2%,10%
CCOc1ccc(NC(=O)CC2C(=O)N(C)C(=S)N2Cc2ccc3c(c2)OCO3)cc1 (centres undefined),13%,-12%[59 µM],-5%,-9%,0%,-4%,7%,-11%,-9%
Cc1cc(C)c(S(=O)(=O)NCC2CCC(C(=O)NCc3ccc4c(c3)OCO4)CC2)c(C)c1 (centres undefined),-36%,19%[59 µM],-19%,0%,-6%,?,34%,-1%,40%[activator]
COc1cc2c(c3oc(=O)cc(CC(=O)O)c13)CCC(C)(C)O2,11%,41%[activator],-8%,-9%,-1%,?,49%[activator],-1%,?
COc1ccc(Nc2nnc(SCc3cn4c(C)cccc4n3)s2)cc1,?,?,-32%,1%,2%,12%,4%,-4%,-1%
CC(C)c1ccc(NC(=O)Nc2csc3c2CCCC3)cc1,-9%,-17%[59 µM],-21%,-2%,-2%,1%,8%,-5%,-3%
O=c1cc(COc2ccc(Cl)c(Cl)c2)nc2sccn12,-15%,2%,-26%,-7%,1%,1%,-1%,-7%,?
Cc1ccc(-c2c(CC(=O)O)c(C)nc3sc4c(c23)CCCC4)cc1,-38%,4%[2.33 µM],-6%,10%,-2%,8%,28%,-2%,9%
CCc1ccc(NC(=O)C2CC(=O)N(C(C)C)C2)cc1 (centres undefined),-4%,-5%[59 µM],-11%,2%,0%,-1%,34%,1%,17%
CC[C@]12c3[nH]c4ccc(OC)cc4c3CCN1C(=O)C(CC(=O)NCC13CC4CC(CC(C4)C1)C3)C[C@@H]2C(=O)N1CCN(C(=O)c2ccco2)CC1 (some centres undefined),·,·,?,-8%,5%,3%,4%,·,?
COc1cc([N+](=O)[O-])ccc1NC(=O)CCS(=O)(=O)c1ccc2c(c1)n(C)c(=O)c(=O)n2C,0%,·,1%,1%,9%,0%,40%[activator],1%,5%
COc1ccccc1-c1noc(CSc2nnc(Cc3ccccc3)n2-c2ccc(C)c(C)c2)n1,-26%,-24%[59 µM],-27%,-1%,8%,3%,31%,-3%,2%
CCOc1cc(C(=O)Nc2c3c(nn2C(C)(C)C)CS(=O)C3)cc(OCC)c1OCC (centres undefined),-4%,-4%[59 µM],5%,-6%,6%,-3%,7%,3%,-11%[58.9 µM]
CC(=O)c1ccc(S(=O)(=O)NCCc2csc(-c3cccnc3)n2)cc1,-14%,?,-7%,i,2%,-18%,25%,-3%,-23%
CCN(CC(=O)Nc1ccc(NC(C)=O)cc1)C(=O)c1cccc(S(=O)(=O)N2CCCC2)c1,-2%,10%,-3%,2%,0%,?,33%,·,121%[activator]
Cc1cc(NC(=O)CCC(=O)N(CC(=O)NC2CCCC2)c2ccccc2)no1,4%,11%[59 µM],-7%,-5%,-10%,-1%,28%,3%,31%[activator]
CC1(C)CN=C(N(Cc2ccccc2)C(=O)Nc2ccccc2)S1,-7%,-51%,-8%,-6%,3%,8%,-5%,1%,14%
O=C(NCc1ccco1)C1CCN(C(=O)N2CCOc3ccc(Cl)cc32)CC1,-32%,-32%[59 µM],-20%,-6%,-5%,-2%,44%[activator],-7%,13%
Cc1ccc(SCCC(=O)Nc2c(C)n(C)n(-c3ccccc3)c2=O)cc1,-7%,22%[59 µM],-1%,-4%,-9%,-4%,33%[activator],-3%,8%
COc1ccc(/C=N/n2cc(-c3ccccc3)nc2N)cc1,1%,-1%[59 µM],-34%,-4%,1%,1%,9%,-18%,2%
Cc1ccccc1OCC(=O)NCC(c1ccco1)N1CCCCC1 (centres undefined),6%,·,-18%,i,-2%,1%,31%,-4%,33%[activator]

# Copied from above, eight compounds:
SMILES,BAZ2B block,G9a inh,JMJD2A Tudor inh,PGK inhibitor,Pin1 inhibitor,GLS inh,HP1b chromo inh,BLM inh,POLI inh
COc1cc([N+](=O)[O-])ccc1NC(=O)CCS(=O)(=O)c1ccc2c(c1)n(C)c(=O)c(=O)n2C,0%,·,1%,1%,9%,0%,40%[activator],1%,5%
COc1ccccc1-c1noc(CSc2nnc(Cc3ccccc3)n2-c2ccc(C)c(C)c2)n1,-26%,-24%[59 µM],-27%,-1%,8%,3%,31%,-3%,2%
CCOc1cc(C(=O)Nc2c3c(nn2C(C)(C)C)CS(=O)C3)cc(OCC)c1OCC (centres undefined),-4%,-4%[59 µM],5%,-6%,6%,-3%,7%,3%,-11%[58.9 µM]
CC(=O)c1ccc(S(=O)(=O)NCCc2csc(-c3cccnc3)n2)cc1,-14%,?,-7%,i,2%,-18%,25%,-3%,-23%
CCN(CC(=O)Nc1ccc(NC(C)=O)cc1)C(=O)c1cccc(S(=O)(=O)N2CCCC2)c1,-2%,10%,-3%,2%,0%,?,33%,·,121%[activator]
Cc1cc(NC(=O)CCC(=O)N(CC(=O)NC2CCCC2)c2ccccc2)no1,4%,11%[59 µM],-7%,-5%,-10%,-1%,28%,3%,31%[activator]
CC1(C)CN=C(N(Cc2ccccc2)C(=O)Nc2ccccc2)S1,-7%,-51%,-8%,-6%,3%,8%,-5%,1%,14%
O=C(NCc1ccco1)C1CCN(C(=O)N2CCOc3ccc(Cl)cc32)CC1,-32%,-32%[59 µM],-20%,-6%,-5%,-2%,44%[activator],-7%,13%

# (cont.)
SMILES,BAZ2B block,G9a inh,JMJD2A Tudor inh,PGK inhibitor,Pin1 inhibitor,GLS inh,HP1b chromo inh,BLM inh,POLI inh
COc1cc(-c2ccno2)ccc1S(=O)(=O)N1CCN(c2cccc(Cl)c2)CC1,-15%,3%[59 µM],-17%,i,22%,-2%,27%,-8%,12%
O=C(NCC(c1cccs1)S(=O)(=O)c1cccs1)c1ccc(Cl)cc1 (centres undefined),2%,2%[59 µM],-11%,-4%,-8%,-4%,-3%,-6%,29%
COc1cc(/C=N/Nc2nc3ccccc3s2)cc([N+](=O)[O-])c1O,35µM*,32µM*,40µM*,?,·,?,?,?,-8%
CCOc1ccccc1NC(=O)c1c(NC(=O)C(C)Oc2cccc(Cl)c2)sc2c1CCCCC2 (centres undefined),-8%,-59%[59 µM],-25%,6%,5%,-3%,17%,-8%,-18%
COc1ccc2[nH]cc(C(O)CN3CCN(c4ccccc4F)CC3)c2c1 (centres undefined),?,?,-36%,9%,10%,0%,-12%,2%,14%

# An excerpt (hit frequency here may not be typical).
